BoNT A protease: BoNT/A light chain protease inhibitors, primary screen, biochemical, flow cytometry, MLPCN library; AID 588499, 2011; actives 0.17% (n = 360,000); inhibition, % at 10 µM; Botulinum neurotoxin type A light chain protease (Clostridium botulinum A str. ATCC 3502); multiplex microsphere protease substrate cleavage; note: plate controls were buffer without enzyme for full effect and enzyme alone for no effect
CCHF vOTU inh: CCHFV vOTU protease inhibitors, primary screen, biochemical, Pep-AMC substrate, fluorescence. actives 0.55% (n = 370,000). Crimean-Congo hemorrhagic fever virus L polyprotein viral ovarian tumor (vOTU) protease …. inhibition, % at 11.5 µM. AID 651958, 2012; in the data active = inhibition above about 30%; note: 0% = vehicle wells with enzyme and 100% = no enzyme wells
BH1578 lux ind: inducers of Vibrio cholerae quorum light production without autoinducers, primary screen, BH1578 luxS cqsA deficient, single point | activation, % at 18.7 µM | actives 0.16% (n = 350,000) | V. cholerae BH1578 lux reporter, luminescence, 6 h; in the data active = activation mostly above about 9.7%, no sharp cut-off; inconclusive = no clear call, values can overlap the other calls; inactive = mostly below about 3.7%; note: not every result past the cut was called active; inactives centre near 0; reference of the scale not given here
Yp Topo-I inh: Yersinia pestis topoisomerase I inhibitors, primary screen, biochemical, cleavage product accumulation, plate reader, single point. Y. pestis Topo-I cleavage product accumulation. activity, % at 10 µM. DNA topoisomerase I (Yersinia pestis CO92). AID 504884, 2011. actives 0.064% (n = 360,000); in the data active = activity above about 50%, passing the limit was not always enough; inconclusive = no clear call, values can overlap the other calls; note: inactives centre near 2
Anthrax LF inh2: Bacillus anthracis LF protease inhibitors, primary screen, biochemical, multiplex microsphere, MLPCN library; inhibition, % at 10 µM; AID 588501, 2011; Lethal factor (Bacillus anthracis), P15917; actives 0.12% (n = 360,000); multiplex microsphere protease cleavage assay; note: plate controls were buffer without enzyme for full effect and enzyme alone for no effect
Target sequence (P15917 whole entry, looked up): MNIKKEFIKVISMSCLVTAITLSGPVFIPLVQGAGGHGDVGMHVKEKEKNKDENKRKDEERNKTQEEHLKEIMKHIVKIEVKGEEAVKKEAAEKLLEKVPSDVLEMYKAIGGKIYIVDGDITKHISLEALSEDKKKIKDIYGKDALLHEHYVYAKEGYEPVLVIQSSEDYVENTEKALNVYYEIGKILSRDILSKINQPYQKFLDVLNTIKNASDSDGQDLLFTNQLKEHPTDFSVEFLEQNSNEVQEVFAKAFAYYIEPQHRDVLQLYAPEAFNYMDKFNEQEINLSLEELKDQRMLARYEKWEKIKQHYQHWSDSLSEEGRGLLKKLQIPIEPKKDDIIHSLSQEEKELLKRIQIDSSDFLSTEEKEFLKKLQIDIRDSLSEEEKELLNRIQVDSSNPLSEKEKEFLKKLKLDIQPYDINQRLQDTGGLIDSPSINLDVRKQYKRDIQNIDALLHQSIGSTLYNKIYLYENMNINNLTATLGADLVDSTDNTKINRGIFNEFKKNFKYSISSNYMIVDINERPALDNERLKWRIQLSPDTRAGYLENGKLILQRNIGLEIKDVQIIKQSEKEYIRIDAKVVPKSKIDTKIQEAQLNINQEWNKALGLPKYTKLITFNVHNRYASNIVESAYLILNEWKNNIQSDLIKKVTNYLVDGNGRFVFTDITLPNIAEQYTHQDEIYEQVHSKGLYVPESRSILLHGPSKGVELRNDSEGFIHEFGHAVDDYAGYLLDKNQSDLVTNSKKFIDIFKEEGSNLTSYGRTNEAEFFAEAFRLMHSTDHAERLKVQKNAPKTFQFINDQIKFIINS
3CLpro inhibitor: SARS-CoV 3CLpro protease inhibitors, primary screen, biochemical, quenched FRET | recombinant SARS-CoV 3CLpro, quenched FRET peptide cleavage | actives 0.14% (n = 290,000) | inhibition, % at 6 µM; in the data active = inhibition above about 12%
PfHsp40 yeast: rescue of yeast from PfHsp40 toxicity, primary screen, S. cerevisiae, ATP luminescence; S. cerevisiae expressing PfHsp40, growth rescue; actives 0.68% (n = 340,000); growth rescue, % at 12.5 µM; in the data active = growth rescue above about 28%, passing the limit was not always enough; inconclusive = no clear call, values can overlap the other calls;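 note: yeast W303a lacking pdr1 and pdr3 grown in galactose medium; growth measured after three days at 30 °C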
VHR inh abs: VHR1 phosphatase inhibitors, primary screen, biochemical, absorbance, uHTS. recombinant VHR phosphatase, pNPP absorbance. actives 0.52% (n = 290,000). Dual specificity protein phosphatase 3 (Homo sapiens), P51452. inhibition, % at 13.3 µM; in the data active = inhibition above about 50%; note: some compounds called inactive have numbers as strong as hits
Target sequence (P51452 whole entry, looked up): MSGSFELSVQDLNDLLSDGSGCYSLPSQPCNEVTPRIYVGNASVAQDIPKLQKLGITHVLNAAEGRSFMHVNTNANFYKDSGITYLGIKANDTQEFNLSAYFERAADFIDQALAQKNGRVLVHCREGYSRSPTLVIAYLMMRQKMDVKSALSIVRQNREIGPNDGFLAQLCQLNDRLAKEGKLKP
PriA SSB inh: inhibitors of Klebsiella pneumoniae PriA binding to SSB C-terminal tail, primary screen, biochemical, AlphaScreen | AlphaScreen SSBct-PriA binding, biotinylated peptide | inhibition, % at 33 µM | actives 0.6% (n = 430,000); in the data active = inhibition mostly above about 37%, no sharp cut-off; inactive = mostly below about 20%;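 note: plate controls were negative control peptide for no effect and reference peptide for full effect; strong numbers were not always called active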
TcdB inh: TcdB glycohydrolase inhibitors, primary screen, biochemical, single point, plate reader | TcdB glycohydrolase enzymatic assay | inhibition, % at 9.99 µM | Toxin B (Clostridioides difficile), P18177 | actives 0.24% (n = 350,000); in the data active = inhibition above about 10%
Active calls of the source: *. Cut-off read from the data, not from the text of the source, unless noted: active = inhibition above about 30%; inconclusive = no clear call, values can overlap the other calls; inactive = below that. These rows are one share of the data, so the mix of outcomes need not match the whole.

Results for CC(=O)Nc1ccc(NC(=O)CSc2nnc(-c3ccc4c(c3)OCO4)o2)cc1 ?
BoNT A protease: 0.6; CCHF vOTU inh: 9.0; BH1578 lux ind: inactive; Yp Topo-I inh: -1.1; Anthrax LF inh2: 3.0; PfHsp40 yeast: -0.6; PriA SSB inh: -7.4; TcdB inh: 1.6

Results for Cc1cc(NC(=O)c2ccccc2)n(-c2nc3ccccc3[nH]2)n1 ?
BoNT A protease: -0.4; CCHF vOTU inh: -7.9; BH1578 lux ind: -0.3; Yp Topo-I inh: 8.1; Anthrax LF inh2: -0.8; 3CLpro inhibitor: 2.2; PfHsp40 yeast: -0.1; VHR inh abs: 17.4; PriA SSB inh: -9.4; TcdB inh: -2.2

What do the screens show for `CC(C)CCOCC(O)CCC(=O)NNC(=S)Nc1ccccc1` (stereo unspecified)?
BoNT A protease: 0.0; CCHF vOTU inh: -6.1; Yp Topo-I inh: 5.7; Anthrax LF inh2: 0.1; 3CLpro inhibitor: -2.1; PfHsp40 yeast: -1.5; VHR inh abs: 0.4; PriA SSB inh: 1.5; TcdB inh: 2.1

Results for O=C1C=C(c2cc3ccccc3o2)C[C@@H](c2ccc(F)cc2)C1 ?
BoNT A protease: 0.4; CCHF vOTU inh: 2.1; BH1578 lux ind: -2.8; Yp Topo-I inh: 10.9; Anthrax LF inh2: -2.4; PfHsp40 yeast: -1.0; PriA SSB inh: -13.8

How did O=C(CN1CCOCC1)NNC(=S)Nc1ccccc1 do in these assays?
BoNT A protease: -0.6; CCHF vOTU inh: 7.1; BH1578 lux ind: -1.1; Yp Topo-I inh: 15.0; Anthrax LF inh2: -1.5; 3CLpro inhibitor: 4.4; PfHsp40 yeast: -2.3; VHR inh abs: 22.0; PriA SSB inh: -11.1; TcdB inh: 0.9

Results for CCN(CC)CCNC(=O)c1nn(-c2ccc(Cl)cc2)c2c1CCc1cc(OC)ccc1-2 ?
BoNT A protease: 0.2; CCHF vOTU inh: 0.8; BH1578 lux ind: -1.9; Yp Topo-I inh: -2.3; Anthrax LF inh2: -5.3; PfHsp40 yeast: 0.4; PriA SSB inh: 16.0; TcdB inh: -1.8

How did CCOc1ccc(C(=O)NC(=S)Nc2cccc(NC(=O)c3ccco3)c2)cc1[N+](=O)[O-] do in these assays?
BoNT A protease: 0.1; CCHF vOTU inh: 6.8; BH1578 lux ind: inactive; Yp Topo-I inh: -0.9; Anthrax LF inh2: 0.8; 3CLpro inhibitor: 1.5; PfHsp40 yeast: 2.0; VHR inh abs: 13.6; PriA SSB inh: 7.9; TcdB inh: 0.7

How did O=C(CCc1ccccc1)c1ccc2c(c1)OCCCO2 do in these assays?
BoNT A protease: inconclusive; CCHF vOTU inh: 5.1; BH1578 lux ind: inactive; Yp Topo-I inh: 18.5; Anthrax LF inh2: -0.9; 3CLpro inhibitor: -0.3; PfHsp40 yeast: -0.2; VHR inh abs: 6.5; PriA SSB inh: -83.9

How did CC1CCN(S(=O)(=O)c2ccc(S(=O)(=O)NCc3ccccc3)cc2)CC1 do in these assays?
BoNT A protease: 0.2; CCHF vOTU inh: -10.7; BH1578 lux ind: -0.4; Yp Topo-I inh: 7.7; Anthrax LF inh2: -0.1; 3CLpro inhibitor: 1.5; PfHsp40 yeast: -0.6; VHR inh abs: -1.7; PriA SSB inh: -1.6

What do the screens show for `CC1(C)CC(C)(c2ccc(O)cc2O)N(c2ccc3ccccc3c2)C(=S)N1` (stereo unspecified)?
BoNT A protease: -0.2; CCHF vOTU inh: 8.6; BH1578 lux ind: -2.0; Yp Topo-I inh: -4.6; Anthrax LF inh2: -2.3; 3CLpro inhibitor: 2.2; PfHsp40 yeast: -0.9; VHR inh abs: 13.3; PriA SSB inh: 26.9

What do the screens show for `COc1cccc(CNCCc2c[nH]c3ccccc23)c1`?
BoNT A protease: -3.5; CCHF vOTU inh: 1.0; BH1578 lux ind: inactive; Yp Topo-I inh: 1.5; Anthrax LF inh2: -4.6; 3CLpro inhibitor: -3.5; PfHsp40 yeast: 0.3; VHR inh abs: 19.7; PriA SSB inh: 4.9; TcdB inh: 0.1

How did CCCCc1cc(=O)oc2cc(OCC(=O)N(CC)CC)c(Cl)cc12 do in these assays?
BoNT A protease: -1.1; CCHF vOTU inh: -2.8; BH1578 lux ind: -0.2; Yp Topo-I inh: 3.3; Anthrax LF inh2: -6.3; 3CLpro inhibitor: -1.3; PfHsp40 yeast: 0.1; VHR inh abs: 22.8; PriA SSB inh: -4.1; TcdB inh: 2.2

How did CCOc1ccc(OCC)c(NC(=O)CNS(=O)(=O)c2cccs2)c1 do in these assays?
BoNT A protease: 0.2; CCHF vOTU inh: -6.6; BH1578 lux ind: -1.6; Yp Topo-I inh: 3.2; Anthrax LF inh2: 2.1; 3CLpro inhibitor: 2.9; PfHsp40 yeast: 1.0; VHR inh abs: 20.8; PriA SSB inh: -3.1

Results for CCN(C(=O)Cn1c(Cl)nc2c1c(=O)n(C)c(=O)n2C)C1CCCCC1 ?
BoNT A protease: -0.8; CCHF vOTU inh: -0.4; BH1578 lux ind: -0.4; Yp Topo-I inh: -2.3; Anthrax LF inh2: -7.8; PfHsp40 yeast: -1.8; PriA SSB inh: -17.8; TcdB inh: -0.4

Results for CC(C)N1CC=C(c2c[nH]c3ccccc23)CC1 ?
BoNT A protease: -0.4; CCHF vOTU inh: 16.3; BH1578 lux ind: inactive; Yp Topo-I inh: -4.8; Anthrax LF inh2: 1.9; 3CLpro inhibitor: 5.3; PfHsp40 yeast: 1.9; VHR inh abs: 18.8; PriA SSB inh: -2.4

Results for Cc1c(Cl)cccc1NC(=O)CCN1C(=O)NC(C)(C)C1=O ?
BoNT A protease: 1.6; CCHF vOTU inh: -12.0; BH1578 lux ind: inactive; Yp Topo-I inh: 2.0; Anthrax LF inh2: 1.1; PfHsp40 yeast: -0.9; PriA SSB inh: -4.9; TcdB inh: 2.2

Results for CCOC(=O)N1CCN(C(=O)/C(=C/c2cccs2)NC(=O)c2cccs2)CC1 ?
BoNT A protease: 0.5; CCHF vOTU inh: -0.5; BH1578 lux ind: inactive; Yp Topo-I inh: -5.3; Anthrax LF inh2: -3.6; 3CLpro inhibitor: 7.0; PfHsp40 yeast: -0.2; VHR inh abs: 19.8; PriA SSB inh: -23.7; TcdB inh: 0.2

Results for O=C1C2C3C=CC(C3)C2C(=O)N1c1cccnc1 (stereo unspecified) ?
BoNT A protease: 0.3; CCHF vOTU inh: 1.0; BH1578 lux ind: inactive; Yp Topo-I inh: -5.6; Anthrax LF inh2: 5.7; 3CLpro inhibitor: 4.4; PfHsp40 yeast: -0.2; VHR inh abs: 0.1; PriA SSB inh: 4.3; TcdB inh: -0.6

What do the screens show for `Cc1ccc(C(=O)OC(C(=O)O)C(OC(=O)c2ccc(C)cc2)C(=O)O)cc1` (stereo unspecified)?
BoNT A protease: -0.8; CCHF vOTU inh: 7.6; BH1578 lux ind: inactive; Yp Topo-I inh: -3.1; Anthrax LF inh2: -1.2; PfHsp40 yeast: 1.3; PriA SSB inh: -20.5; TcdB inh: 0.4

What do the screens show for `Cc1cccc(C(=O)NC(C)C(=O)NC(c2nc3ccccc3[nH]2)C(C)C)c1` (stereo unspecified)?
BoNT A protease: -0.3; CCHF vOTU inh: 5.8; BH1578 lux ind: -4.6; Yp Topo-I inh: -1.4; Anthrax LF inh2: -7.3; PfHsp40 yeast: 1.4; PriA SSB inh: -6.1; TcdB inh: 0.2

How did O=C(Cc1ccccc1)NC(=S)Nc1cccc(C(F)(F)F)c1 do in these assays?
BoNT A protease: 0.1; CCHF vOTU inh: 15.2; BH1578 lux ind: -0.4; Yp Topo-I inh: -1.2; Anthrax LF inh2: -1.5; 3CLpro inhibitor: 5.0; PfHsp40 yeast: 1.4; VHR inh abs: 29.1; PriA SSB inh: -15.0

Results for COc1cc(C=C2C(=O)c3ccccc3C2=O)cc(OC)c1OC ?
BoNT A protease: 0.1; CCHF vOTU inh: -8.0; BH1578 lux ind: -0.6; Yp Topo-I inh: 0.6; Anthrax LF inh2: -20.5; 3CLpro inhibitor: -7.5; PfHsp40 yeast: -0.5; VHR inh abs: -12.7; PriA SSB inh: -1.3; TcdB inh: -0.1

What do the screens show for `COc1cnc(SCC(=O)O)[nH]c1=O`?
BoNT A protease: -0.6; CCHF vOTU inh: 2.7; BH1578 lux ind: -0.2; Yp Topo-I inh: -4.2; Anthrax LF inh2: -0.1; 3CLpro inhibitor: 1.1; PfHsp40 yeast: -0.8; VHR inh abs: 24.7; PriA SSB inh: -16.7

How did O=C(NCC(c1ccco1)N1CCc2ccccc2C1)C(=O)Nc1ccccc1F (stereo unspecified) do in these assays?
BoNT A protease: -1.2; CCHF vOTU inh: -4.7; BH1578 lux ind: inactive; Yp Topo-I inh: 16.8; Anthrax LF inh2: -3.2; PfHsp40 yeast: 0.8; PriA SSB inh: -2.8; TcdB inh: 0.4

What do the screens show for `O=C(NCCO)c1ccc2[nH]c3ccccc3c2c1`?
BoNT A protease: 0.5; CCHF vOTU inh: -5.7; BH1578 lux ind: 9.7; Yp Topo-I inh: -6.0; Anthrax LF inh2: 0.8; 3CLpro inhibitor: -4.7; PfHsp40 yeast: 2.4; VHR inh abs: -9.6; PriA SSB inh: -15.1

What do the screens show for `CCCCCCCOC(=O)c1ccc(OC(=O)c2cccnc2)cc1`?
BoNT A protease: -0.1; CCHF vOTU inh: -1.6; BH1578 lux ind: 21.5; Yp Topo-I inh: 21.7; Anthrax LF inh2: -2.5; 3CLpro inhibitor: 1.7; PfHsp40 yeast: 16.4; VHR inh abs: -8.1; PriA SSB inh: -10.6

Results for Cc1c(Cl)cccc1NC(=O)NCc1cccnc1 ?
BoNT A protease: -3.3; CCHF vOTU inh: -2.8; BH1578 lux ind: -4.5; Yp Topo-I inh: -2.4; Anthrax LF inh2: -4.1; 3CLpro inhibitor: 0.7; PfHsp40 yeast: 1.1; VHR inh abs: 10.1; PriA SSB inh: 6.0; TcdB inh: 1.3

What do the screens show for `Cc1ccc(C(=O)N(C)CC(=O)Nc2cccc(C)c2C)o1`?
BoNT A protease: -7.3; CCHF vOTU inh: -4.1; BH1578 lux ind: inactive; Yp Topo-I inh: 4.2; Anthrax LF inh2: -1.0; 3CLpro inhibitor: -3.4; PfHsp40 yeast: 3.2; VHR inh abs: 17.2; PriA SSB inh: -0.5; TcdB inh: 0.1

How did Cc1ccc(C(C)C)cc1OCCOCCN1CCCC1 do in these assays?
BoNT A protease: -0.9; CCHF vOTU inh: -2.8; BH1578 lux ind: -1.4; Yp Topo-I inh: -10.0; Anthrax LF inh2: -9.0; 3CLpro inhibitor: -0.4; PfHsp40 yeast: 3.1; VHR inh abs: 30.5; PriA SSB inh: -12.7

How did COc1cccc(-c2cc3nc(C)c(C)c(N4CCN(C(=O)c5ccoc5)CC4)n3n2)c1 do in these assays?
BoNT A protease: -0.2; CCHF vOTU inh: 5.9; BH1578 lux ind: -0.3; Yp Topo-I inh: 24.5; Anthrax LF inh2: 4.9; TcdB inh: -0.2

Screening data as filed in PubChem BioAssay.
